# MRP resist rev: compounds reversing MRP-mediated drug resistance. H69AR cells + 2 uM doxorubicin, CellTiter-Glo, 72 h. differential viability (reversal), % at 10 µM. hit rate 0.04% among 85,000;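 active means viability drop by adding the cancer drug above about 55%, with treated viability meeting a 40% cutoff, limit read from the data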;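 further: viability without doxorubicin minus viability with 2 µM doxorubicin for each compound; larger differential means the compound sensitizes cells more to doxorubicin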
# IL1B NFkB inh: blocks IL-1B driven NFkB nuclear translocation in HUVEC cells | HUVEC IL-1B NFkB p65 nuclear translocation imaging | inhibition, % at 2 µM | hit rate 0.43% among 94,000 | AID 796;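 active means inhibition above about 30% together with a positive call from visual inspection of the well image, limit read from the data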;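 further: nuclear over cytoplasmic p65 intensity ratio measured by imaging; 0% = IL-1B stimulated DMSO wells and 100% = unstimulated DMSO wells; values of inactives mirror those of a sister screen read the other way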
# NFkB transloc pot: enhances IL-1B driven NFkB nuclear translocation; HUVEC IL-1B NFkB p65 nuclear translocation imaging; activation, % at 2 µM; hit rate 0.3% among 94,000;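 active means activation above 40%, about the mean plus 3 SD, also judged a hit on visual image review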;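 further: percent activation is computed from the nuclear over cytoplasmic p65 intensity ratio; values of inactives mirror those of a sister screen read the other way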
# Bcl-B TR3 displacers: displacers of TR3 peptide from Bcl-B, primary screen, selectivity assay for Bfl-1 inhibitor project, biochemical, fluorescence polarization | FP displacement of FITC-TR3 peptide from Bcl-B; higher % means a stronger effect | displacement, % at 20 µM; hits with a dose series show IC50 in µM | hit rate 0.11% among 96,000 | AID 748;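 active means displacement above 50% at 20 µM plus a fluorescence interference ratio under 1.5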;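 further: plate controls were wells without compound for no effect and wells lacking Bcl-B protein for full effect; a part of the inactive calls stands beside numbers as strong as those of hits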
# PLAP inhibition: PLAP enzyme inhibitors, biochemical, luminescence, HTS (AID 690); purified PLAP, luminescent substrate; higher % means a stronger effect; inhibition, % at 20 µM; hits with a dose series show IC50 in µM; hit rate 0.08% among 96,000; in the data active means a potency from the dose series; inactive means the rest, 99 in 100 with inhibition below about 30%; further: strong numbers were not always called active
# MRP resist rev cytotoxicity: also measured in MRP resist rev; calls as there; viability, %; H69AR cells, CellTiter-Glo, 72 h; measured here: cytotoxicity without doxorubicin
# MRP resist rev with doxorubicin: also measured in MRP resist rev; calls as there; viability, %; measured here: viability with 2 uM doxorubicin; stronger effect = lower value
# IL1B NFkB inh cell count 2 µM: recorded beside IL1B NFkB inh, whose call it bears; cell count; measured here: cells passing quality filter;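 raw number of nuclei counted in each imaged well without normalization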
# NFkB transloc pot cell count 2 µM: second read-out of NFkB transloc pot, no call of its own (marks repeat the call); cell count; measured here: cells passing quality filter
# The depositor's hits bear a star; . = not tested or not shown. Not all compounds are listed. The share of hits here may be higher or lower than overall.
SMILES,MRP resist rev,MRP resist rev cytotoxicity,MRP resist rev with doxorubicin,IL1B NFkB inh,IL1B NFkB inh cell count 2 µM,NFkB transloc pot,NFkB transloc pot cell count 2 µM,Bcl-B TR3 displacers,PLAP inhibition
Cc1ccc(C)c(NC(=O)CSc2nnc([C@@H](N)Cc3ccccc3)o2)c1,-3.4,102.8,106.2,.,.,.,.,-4.0%,-17.7%
CC1(C)Cc2nc3sc4c(SCC(=O)NC(c5ccccc5)c5ccccc5)ncnc4c3cc2CO1,.,.,.,-18.1,133,18.1,133,-5.8%,0.5%
COc1ccc(CCNS(=O)(=O)c2cccc(F)c2)cc1OC,.,.,.,-2.7,149,2.7,149,0.2%,-10.9%
CCc1cccc(OCCCCNCCOC)c1,-12.1,81.8,93.9,-0.9,76,0.9,76,-4.8%,-0.1%
COC(=O)Oc1nsnc1N1CCOCC1,-7.8,2.7,10.4,-0.5,106,0.5,106,0.4%,-8.7%
Cn1c(=O)c2c(ncn2CC(=O)Nc2nc3ccc(F)cc3s2)n(C)c1=O,.,.,.,-13.4,169,13.4,169,-11.7%,-60.3%
O=S(=O)(c1cccc2ccccc12)N1CCSC1,9.8,92.7,82.9,.,.,.,.,-1.3%,11.4%
C=CCn1c(SCc2ccccc2)nc(O)cc1=O,6.3,95.1,88.8,-15.9,175,15.9,175,6.2%,-61.8%
CN(C)C(=C(C#N)C#N)N1CCN(c2ccc(Cl)c(Cl)c2)CC1,.,.,.,-3.0,148,3.0,148,7.0%,-21.2%
C=CCSc1nnc(-c2ccccc2NC(=O)CC)c(=O)[nH]1,.,.,.,-12.2,185,12.2,185,-13.2%,9.1%
CC(O)CNc1nc2c(c(=O)n(C)c(=O)n2C)n1CCc1ccccc1 (stereo not given),14.0,85.3,71.3,-1.3,120,1.3,120,-11.6%,-3.0%
COc1ccc(/C=N/n2c(N)nc(-c3ccccc3)c2-c2ccccc2)cc1,.,.,.,1.7,221,-1.7,221,-22.6%,-25.9%
CCOC(=O)c1cnc(-c2ccccc2)nc1Oc1cccc(Cl)c1,.,.,.,7.8,150,-7.8,150,1.3%,10.7%
COC(=O)CNC(=O)Cc1c(F)cccc1Cl,11.1,108.1,97.0,5.2,187,-5.2,187,-3.1%,12.3%
CC(=O)Nc1c(C(=O)O)oc2ccc(Cl)cc12,-2.6,94.4,97.0,-3.1,127,3.1,127,11.1%,7.6%
COc1ccc(C(C(C(=O)c2cccs2)N2CCOCC2)N2CCOCC2)cc1OC (stereo not given),1.8,79.9,78.1,-17.5,124,17.5,124,-4.6%,-24.7%
O=S1(=O)N=C(N2CCN(c3ccc(F)cc3)CC2)c2ccccc21,15.9,93.0,77.1,-16.2,138,16.2,138,-6.2%,-3.0%
CCOC(=O)N1CCN(C(=O)c2ccc(Cn3c(=S)[nH]c4cc5c(cc4c3=O)OCO5)cc2)CC1,.,.,.,-19.2,128,19.2,128,.,.
NC(=O)c1ccc(N2CCCCC2)c(N2C(=O)C3C4C=CC(C4)C3C2=O)c1 (stereo not given),-16.9,71.4,88.4,0.7,132,-0.7,132,1.3%,-52.6%
CC1CCN(CCCNC(=O)c2cc3sccc3n2C)CC1,16.2,75.9,59.6,-2.4,85,2.4,85,2.3%,3.0%
Cc1ccc(-c2csc(NC(=S)NC(=O)/C=C/c3ccco3)n2)cc1,.,.,.,-1.3,153,1.3,153,2.7%,11.5%
COc1cc(CNn2nnnc2N)cc(Br)c1OCC(=O)NC(C)(C)C,2.9,81.1,78.1,-12.7,168,12.7,168,-9.9%,7.6%
COC(=O)c1sc2ncn(-n3c(C)ccc3C)c(=O)c2c1C,5.9,85.6,79.7,-2.8,131,2.8,131,-16.7%,15.7%
CCN(CC)S(=O)(=O)c1cc(-c2nnc(-c3ccc(Br)cc3)o2)ccc1Br,12.8,83.0,70.2,13.8,99,-13.8,99,.,.
Fc1cccc(Cl)c1Cc1noc(/C=C/c2ccccc2)n1,.,.,.,5.3,127,-4.6,137,-17.4%,5.9%
Cn1c(=O)oc2cc(S(=O)(=O)N3CCCC(C(=O)N4CCn5c4nc4ccccc45)C3)ccc21 (stereo not given),11.4,98.5,87.1,.,.,.,.,-5.2%,1.5%
COCC(=O)n1nc(NCc2ccc(OC)cc2)nc1NCc1ccc(OC)cc1,9.8,109.0,99.1,5.2,99,-5.2,99,6.6%,-27.1%
Cc1cc(C)c2cc(C(O)c3nnnn3Cc3ccccc3)c(=O)[nH]c2c1 (stereo not given),-11.6,59.6,71.1,-9.6,138,9.6,138,-20.4%,2.3%
CCCOP(=O)(OCCC)C(Nc1cccc(C(F)(F)F)c1)c1ccc(C)cc1 (stereo not given),.,.,.,1.7,108,-1.7,108,5.9%,-18.0%
Cc1ccc2c(c1)nnn2C1CCN(S(=O)(=O)c2ccc3ccccc3c2)CC1,-8.6,77.2,85.8,4.8,103,-4.8,103,.,.
CC1CCc2c(sc(NC(=O)c3ccc(Cn4cc([N+](=O)[O-])cn4)o3)c2C#N)C1 (stereo not given),12.9,103.4,90.5,12.8,169,-12.8,169,26.7%,-7.9%
Cc1cc(NS(=O)(=O)c2ccc(NC(=S)NC(=O)c3ccc(Cl)cc3Cl)cc2)no1,.,.,.,16.4,113,-16.4,113,-5.1%,-5.0%
CCOc1cc(CN2CCCCC2)ccc1OC,8.3,107.2,98.9,14.0,96,-14.0,96,-4.0%,20.3%
Cc1cc(C)c(S(=O)(=O)Nc2c(C)[nH]c(=O)[nH]c2=O)c(C)c1,.,.,.,-15.1,161,15.1,161,-8.1%,5.0%
N#Cc1ccc(CSc2nnc(-c3ccccc3)n2Cc2ccco2)cc1,-11.8,68.1,80.0,1.6,170,-1.6,170,-9.7%,-0.3%
Cc1cc2oc(=O)cc(CN3CCCCC3)c2cc1C(C)C,3.5,87.0,83.5,-12.3,136,12.3,136,-5.0%,17.8%
COC(=O)c1cc2c(-c3ccccc3)cc3ccccn3c-2c1C(=O)OC,.,.,.,-5.1,171,5.1,171,-124.6%,20.4%
COc1ccc(CNC(=O)c2cccc3c2C(=O)N(Cc2cccnc2)C3)cc1,-1.6,84.3,85.9,.,.,.,.,-2.9%,4.3%
CC(=O)C(Sc1ccc2nnc(-c3ccc(F)cc3)n2n1)C(C)=O,5.1,91.6,86.5,6.6,180,-6.6,180,-0.7%,-21.8%
O=C(Nc1nc2ccccc2s1)C1CC(=O)N(c2ccc(Br)cc2)C1 (stereo not given),-7.3,66.2,73.4,9.2,142,-9.2,142,5.8%,-29.0%
Cc1cc(-c2ccccc2)nc(SCc2ccc(C(=O)O)o2)n1,-9.2,101.6,110.8,-2.7,129,2.7,129,-2.3%,9.3%
CNC(=O)CCc1nc(-c2ccc(C(C)(C)C)cc2)no1,-0.8,86.2,87.0,-4.9,84,4.9,84,5.9%,-16.5%
CC(C)(C)c1ccc(C2(C)NC(=O)N(CC(=O)c3ccc[nH]3)C2=O)cc1 (stereo not given),-44.0,26.7,70.7,-0.5,169,0.5,169,-22.7%,-2.2%
Cn1c(=O)[nH]c(=O)c2c1nc(Br)n2CCCSc1nc2ccccc2o1,-0.3,16.2,16.5,-16.4,154,16.4,154,1.7%,-3.2%
CCN(CC)CCN1C(=O)c2ccccc2NC1c1ccc(N(C)C)cc1 (stereo not given),7.3,95.1,87.8,-4.2,160,4.2,160,-8.7%,-44.7%
O=C(O)c1cc2ccc3ccccc3c2oc1=O,-1.2,121.7,122.9,-9.4,169,9.4,169,.,.
Cc1cc(C)n(-c2ccc(F)cc2)c(=O)c1C(=O)O,-1.9,89.6,91.5,-3.6,106,3.6,106,0.0%,6.2%
CCOc1cc(/C=N\NC(=O)Cc2ccccc2)ccc1OCC(=O)Nc1ccc(C)c(C)c1,.,.,.,-0.1,204,0.1,204,-11.7%,3.7%
CCOC(=O)Cn1c(Br)nc2c1c(=O)[nH]c(=O)n2C,-5.3,92.2,97.5,2.3,127,-2.2,127,-4.8%,1.7%
COc1ccc(Nc2nc(Nc3ccc(OC)cc3)nc(SC3=NCCS3)n2)cc1,5.4,94.9,89.5,3.6,170,-3.6,170,8.7%,-9.0%
COc1ccc2oc(C(=O)OCC(=O)NC(=O)NC(C)C)c(C)c2c1,.,.,.,-8.2,164,8.2,164,-8.2%,20.6%
O=C(O)Cn1ncc2c1-c1ccoc1CC2,3.9,99.4,95.4,-13.0,55,13.0,55,9.7%,-4.6%
CCC(C)[C@H](NC(=O)NCc1cccs1)C(=O)OC (stereo not given in full),-14.9,89.3,104.3,7.5,159,-7.5,159,7.6%,10.1%
NC(=O)Cn1cc(C(=O)c2cccs2)c2ccccc21,.,.,.,10.4,143,-10.4,143,0.8%,10.8%
Cc1ccc(C2(c3ccc(C)cc3)NC(=O)N(Cc3c(C)noc3C)C2=O)cc1,6.3,104.6,98.2,-2.3,165,2.3,165,-3.0%,-13.5%
O=c1nc2ccccc2c2n1CC(CN1CCN(c3ccc(F)cc3)CC1)N2 (stereo not given),.,.,.,-2.0,128,2.0,128,-0.1%,-35.1%
CCOC(=O)/C=C1\CC(=O)Nc2cc(C)c(C)cc2N1,12.3,93.3,81.0,-4.7,126,4.7,126,0.6%,-8.2%
COC(=O)Cn1cc(C(=O)C2CC2)c2ccccc21,-2.9,90.1,93.0,-19.7,174,19.7,174,-3.7%,24.3%
C=CCNc1ncnc2ccccc12,-4.9,84.2,89.1,9.9,53,-9.9,53,-9.1%,7.5%
CC1=C(C(=O)N2CCCCC2)C(c2cccs2)NC(=O)N1 (stereo not given),6.3,92.3,86.0,-17.5,107,17.5,107,9.6%,-3.5%

# Record cards, from the list above. Order of screens: MRP resist rev, MRP resist rev cytotoxicity, MRP resist rev with doxorubicin, IL1B NFkB inh, IL1B NFkB inh cell count 2 µM, NFkB transloc pot, NFkB transloc pot cell count 2 µM, Bcl-B TR3 displacers, PLAP inhibition
# COC(=O)Cn1cc(C(=O)C2CC2)c2ccccc21 is entered as -2.9, 90.1, 93.0, -19.7, 174, 19.7, 174, -3.7%, 24.3%
# CCC(C)[C@H](NC(=O)NCc1cccs1)C(=O)OC (stereo not given in full) is entered as -14.9, 89.3, 104.3, 7.5, 159, -7.5, 159, 7.6%, 10.1%
# COc1ccc(Nc2nc(Nc3ccc(OC)cc3)nc(SC3=NCCS3)n2)cc1 is entered as 5.4, 94.9, 89.5, 3.6, 170, -3.6, 170, 8.7%, -9.0%
# O=c1nc2ccccc2c2n1CC(CN1CCN(c3ccc(F)cc3)CC1)N2 (stereo not given) is entered as ., ., ., -2.0, 128, 2.0, 128, -0.1%, -35.1%

# (more compounds)
SMILES,MRP resist rev,MRP resist rev cytotoxicity,MRP resist rev with doxorubicin,IL1B NFkB inh,IL1B NFkB inh cell count 2 µM,NFkB transloc pot,NFkB transloc pot cell count 2 µM,Bcl-B TR3 displacers,PLAP inhibition
COc1ccc(N2CCN(C(=O)c3ccc(N4C(=O)NC5CC4(C)Oc4ccccc45)cc3)CC2)cc1 (stereo not given),-9.7,96.7,106.4,6.1,200,-6.1,200,3.2%,-44.3%
CCOc1ccc(NC(=O)C2CCC(CNc3c(N4CCOCC4)c(=O)c3=O)CC2)cc1 (stereo not given),5.0,88.2,83.2,3.9,145,-3.9,145,7.9%,2.4%
COc1ccc2[nH]c(C)c(CCN(Cc3cccs3)C(=S)Nc3ccc(F)cc3)c2c1,-8.1,37.0,45.0,0.9,60,-0.9,60,7.0%,-20.7%
c1ccc(Oc2nc(Oc3ccccc3)nc(N3CCOCC3)n2)cc1,-25.5,70.6,96.1,-1.6,97,1.6,97,29.7%,8.9%
O=C(Cn1nnc(-c2ccncc2)n1)NCCc1ccccc1,-5.9,87.3,93.2,-0.3,161,0.3,161,-3.5%,-67.0%
CCn1nc(C)c(NC(=O)/C=C/c2ccc(OC)c(COc3ccc(Cl)cc3Br)c2)c1C,12.1,88.7,76.6,-15.0,165,15.0,165,.,.
O=C1N(CC(=O)N2CCc3ccccc32)CCN1Cc1ccc(Cl)cc1,-1.4,86.9,88.3,-1.1,36,1.1,36,10.7%,1.9%
COc1cc2c(cc1NC(=O)CSc1nnc(Cc3cccs3)n1Cc1ccco1)oc1ccccc12,-10.6,36.5,47.1,-11.3,158,5.3,73,-7.5%,-62.2%

# Screening data deposited in PubChem BioAssay by several laboratories.
